Ecoli WT growth: blocks growth of wild type E. coli BW25113. E. coli BW25113 growth inhibition, OD600. inhibition, % at 10 µM. hit rate 0.05% among 20,000. AID 552; in the data active = inhibition above about 40%;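 note: bacteria exposed to compound for 20 hours at 37 °C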
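Assay system: Bacterial strain in a whole-cell growth screen | Amount: Inoculum from a 1:1000 dilution of a 1.5 h subculture | Detection: Absorbance at 615 nm as a measure of bacterial growth | Timing: 20 h exposure, 37 °C | Buffer or medium: LB plus kanamycin 50 µg/mL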
An asterisk follows results filed as active.

The opening 2 compounds, ahead of the listing:
`CCN(Cc1nc2ccccc2c(=O)[nH]1)Cc1nc2cc(OC)c(OC)cc2c(=O)[nH]1` gave Ecoli WT growth 3.
CCN(C(=O)c1cc2cccc(OC)c2oc1=O)c1ccccc1 was read as Ecoli WT growth -14.

The list itself, previewed entries included:
`CCN(Cc1nc2ccccc2c(=O)[nH]1)Cc1nc2cc(OC)c(OC)cc2c(=O)[nH]1` gave Ecoli WT growth 3.
CCN(C(=O)c1cc2cccc(OC)c2oc1=O)c1ccccc1 was read as Ecoli WT growth -14.
`CCOc1cc(-c2nc(-c3cc(OC)c(OC)c(OC)c3)no2)cc(OCC)c1OCC` gave Ecoli WT growth -11.
For CCCOc1cccc(C(=O)Nc2cc(NC(=O)c3ccco3)ccc2OC)c1 the results were Ecoli WT growth 1.
`COc1cc(C(=O)Nc2cc(-c3ccccc3)[nH]n2)cc(OC)c1OC` gave Ecoli WT growth 0.
Screening CCOC(=O)Cn1nnnc1CN(Cc1ccc(OC)cc1)Cc1cc2cc(C)ccc2[nH]c1=O returned Ecoli WT growth -5.
C=CCN=C1SCC(=O)N1S(=O)(=O)c1ccc(C)cc1 was read as Ecoli WT growth -5.
For COc1ccc(C(=O)N2c3ccc(F)cc3CCC2C)cc1OC (stereo unspecified) the results were Ecoli WT growth 0.
CCOc1ccccc1NC(=O)CSc1c(C)n[nH]c1C was read as Ecoli WT growth -1.
COc1ccc(CCn2c(-c3ccco3)nc3nc4ccccc4nc32)cc1OC was read as Ecoli WT growth -16.
`CCCc1nn(CCc2ccccn2)c(N)c1CC` gave Ecoli WT growth 1.
For O=C(O)CSCc1ccc(Cl)cc1 the results were Ecoli WT growth -20.
For O=C(Nc1ccccc1OC(F)F)c1ccccc1 the results were Ecoli WT growth -11.
`COc1ccc(OC)c(N(CC(=O)Nc2cccnc2)S(=O)(=O)c2ccc(OC)c(OC)c2)c1` gave Ecoli WT growth -11.
Nc1nnc(SCC(=O)N2CCc3ccccc32)n1-c1ccccc1 was read as Ecoli WT growth -8.
Screening O=C(c1ccc(S(=O)(=O)N2CCCCC2)cc1)N1CCCc2ccccc21 returned Ecoli WT growth -12.
`Cc1nc(CNS(=O)(=O)c2cc(C)c(C)cc2C)cs1` gave Ecoli WT growth -3.
Oc1ccc2cccnc2c1 was read as Ecoli WT growth 1.
Cc1cc(C(F)F)n2nc(C(=O)Nc3c(F)cc(F)cc3Br)nc2n1 was read as Ecoli WT growth -24.
Screening C=CCNc1oc(-c2cccc3ccccc23)nc1C#N returned Ecoli WT growth -3.
Screening Nn1c(SCc2csc(-c3ccccc3)n2)nnc1-c1cccs1 returned Ecoli WT growth 7.
CC(=O)Nc1ccc(OCC(O)Cn2nc(C)c(C(C)=O)c2C)cc1 (stereo unspecified) was read as Ecoli WT growth -19.
Screening CCCN1Cc2cccc(C(=O)NC3CCCC3)c2C1=O returned Ecoli WT growth -6.
Screening COc1cc(C)c(Cl)cc1S(=O)(=O)NCc1ccco1 returned Ecoli WT growth -15.
`O=C(CCc1nc2ccccc2[nH]c1=O)OCc1ccc(S(=O)(=O)N2CCOCC2)cc1` gave Ecoli WT growth -1.
Screening CCn1c(NCc2cccc(OC)c2OC)nc2ccccc21 returned Ecoli WT growth -13.
CCOCCCNc1ncnc2c1[nH]c1ccccc12 was read as Ecoli WT growth -5.
`CCOC(=O)c1ccc(NC(=O)CC2OCCN(CC)C2=O)cc1` (stereo unspecified) gave Ecoli WT growth -8.
For O=C1CCc2cc(S(=O)(=O)N3CCC(C(=O)NCc4ccccn4)CC3)ccc2N1 the results were Ecoli WT growth 4.
`Cn1c(SCC(=O)NCc2ccc3c(c2)OCO3)nnc1-c1c[nH]c2ccccc12` gave Ecoli WT growth -15.
O=C(NCc1cccnc1)c1cn(CCc2ccccc2)nn1 was read as Ecoli WT growth 3.
Screening Cc1c(-c2ccccc2)nc2ccccc2c1C(=O)O returned Ecoli WT growth -22.
Screening CCOC(=O)C(CC)Sc1nc2c(c(=O)[nH]c(=O)n2C)n1C/C=C(/C)Cl (stereo unspecified) returned Ecoli WT growth -1.
`Clc1ccc(SCCn2ccnc2)cc1` gave Ecoli WT growth -5.
O=C(CN1C(=O)COc2ccc(Cl)cc21)N1CCc2ccccc21 was read as Ecoli WT growth -16.
O=S(=O)(c1ccccc1)c1nc(-c2cccs2)oc1NCC1CCCO1 (stereo unspecified) was read as Ecoli WT growth 0.
CCOC(=O)c1[nH]c(C)c(C(=O)N2CCN(c3ccc(F)cc3)CC2)c1C was read as Ecoli WT growth 2.
For Cc1cc(Nc2ccccc2)n(CCC#N)n1 the results were Ecoli WT growth -2.
`Cc1nnc(SCC(=O)N2c3ccccc3Sc3ccccc32)n1N` gave Ecoli WT growth -18.
`CC(=O)c1cccc(NS(=O)(=O)N(C)C)c1` gave Ecoli WT growth 2.

Quoted at random: 5 entries already listed, in no set order.
CCOCCCNc1ncnc2c1[nH]c1ccccc12 was read as Ecoli WT growth -5.
C=CCN=C1SCC(=O)N1S(=O)(=O)c1ccc(C)cc1 was read as Ecoli WT growth -5.
`COc1ccc(OC)c(N(CC(=O)Nc2cccnc2)S(=O)(=O)c2ccc(OC)c(OC)c2)c1` gave Ecoli WT growth -11.
CCOC(=O)c1[nH]c(C)c(C(=O)N2CCN(c3ccc(F)cc3)CC2)c1C was read as Ecoli WT growth 2.
Screening Cc1c(-c2ccccc2)nc2ccccc2c1C(=O)O returned Ecoli WT growth -22.

The listing continues:
`COc1ccc(S(=O)(=O)Nc2ccc(S(=O)(=O)N3CCOCC3)cc2)cc1C` gave Ecoli WT growth 2.
Cc1nnc2ccc(N3CCC4(CC3)OCCO4)nn12 was read as Ecoli WT growth -1.
For N=C1C(c2nc3ccccc3[nH]2)=C(O)CN1c1ccccc1 the results were Ecoli WT growth 10.
Screening O=c1c2cc3c(=O)n(CC4CCCO4)c(=O)c3cc2c(=O)n1CC1CCCO1 (stereo unspecified) returned Ecoli WT growth -5.
Screening CC(=O)Nc1ccc(Oc2nc(C)cc(C)n2)cc1 returned Ecoli WT growth -22.
For COc1ccc(C2C3=C(CCCC3=O)Nc3nc(SCc4ccccc4)nn32)cc1OC (stereo unspecified) the results were Ecoli WT growth -3.
Cc1cccc(NC(=O)C(C)Oc2ccccc2C)n1 (stereo unspecified) was read as Ecoli WT growth 4.
Cn1c(=O)c2c(nc(CN3CCN(Cc4ccccc4)CC3)n2Cc2cccc(Cl)c2)n(C)c1=O was read as Ecoli WT growth -1.
`CCOc1ccccc1N(C(=O)c1snc(C(N)=O)c1N)C(C(=O)NCCC(C)C)c1ccco1` (stereo unspecified) gave Ecoli WT growth -22.
O=C1OC(N2CCN(c3ccccn3)CC2)c2ccccc21 (stereo unspecified) was read as Ecoli WT growth -1.
`COc1cc(C(=S)N2CCCCC2)ccc1OCC(=O)N1CCCC1` gave Ecoli WT growth 1.
Screening CCOC(=O)c1ccc(Oc2nc(SC)nc(N(C)C)n2)cc1 returned Ecoli WT growth 3.
`COc1cccc(-c2nc(CS(=O)(=O)CC(=O)N3CCc4ccccc4C3)c(C)o2)c1` gave Ecoli WT growth 2.
For COc1ccc(-c2noc(CSc3nc4ccccc4c(=O)n3-c3ccccc3)n2)cc1 the results were Ecoli WT growth -14.
For COc1ccc(-n2nc3cc(C)c(N)c(Br)c3n2)cc1 the results were Ecoli WT growth -3.
For O=C(Nc1ccc2snnc2c1)N1CCSCC1 the results were Ecoli WT growth 10.
Screening CC1(C)CC(=O)C2=C(C1)OC(N)=C(C#N)C2C1CC=CCC1 (stereo unspecified) returned Ecoli WT growth -6.
For O=C(Cn1c(=O)sc2ccccc21)NCCOc1ccccc1F the results were Ecoli WT growth 1.
Screening C=CCCC(=O)Nc1ccc(COC(=O)N2CCOCC2)cc1 returned Ecoli WT growth -28.
Screening O=C(Nc1cccc(Cl)c1)c1cnn2cccnc12 returned Ecoli WT growth -17.
Cc1ccc(N2CC(C(=O)N3CCN(C(=O)c4ccco4)CC3)CC2=O)cc1 (stereo unspecified) was read as Ecoli WT growth -5.
`CC1CCCCC1NC(=O)CN1CCN(Cc2ccccc2Cl)C1=O` (stereo unspecified) gave Ecoli WT growth -4.
For CCOc1ccccc1NC(=O)CN(c1ccc(C)cc1)S(=O)(=O)c1c(C)noc1C the results were Ecoli WT growth 3.
Screening O=C(c1ccco1)N1CCN(c2ncnc3c2oc2ccccc23)CC1 returned Ecoli WT growth -19.
Cc1c(Cl)cccc1NC(=O)CCN1CCCCCC1 was read as Ecoli WT growth -3.
COc1ccccc1-n1c(C)nnc1SCC(=O)Nc1cccc(C(C)=O)c1 was read as Ecoli WT growth 10.
O=C(NCc1cccc(Cl)c1)c1cnccn1 was read as Ecoli WT growth -17.
O=C(OCc1nnc(-c2ccccc2)o1)C1=COCCO1 was read as Ecoli WT growth 5.
CCOC(=O)N1CCN(Cc2nc3c(c(=O)[nH]c(=O)n3C)n2Cc2cc(C)ccc2C)CC1 was read as Ecoli WT growth -3.
COc1ccc(CC(=O)Nc2cc(Cl)ccc2O)cc1 was read as Ecoli WT growth -3.
COc1ccc(NC(=O)CSc2nnc(-c3ccccc3C)n2C)cc1 was read as Ecoli WT growth -4.
For CCS(=O)(=O)N1CCC(C(=O)Nc2cccc(C(C)=O)c2)CC1 the results were Ecoli WT growth -22.
`Cc1cccc(NC2(C(F)(F)F)N=C3SCCN3C2=O)n1` (stereo unspecified) gave Ecoli WT growth -17.
For Cc1cc(NC(=O)Cc2cccs2)no1 the results were Ecoli WT growth -1.
`CC(C)(C)c1nnc(NC(=O)C2CCN(c3ncccn3)CC2)s1` gave Ecoli WT growth 4.
CC(=O)Nc1cc2c(nc1C)nc(C)n2Cc1ccc(Br)cc1 was read as Ecoli WT growth 5.
`COC(=O)Nc1ccc(S(=O)(=O)N2CCN(c3ccc(F)cc3)CC2)cc1` gave Ecoli WT growth -1.
Screening COc1ccc(Cl)cc1Nc1nc(C)cc(=O)[nH]1 returned Ecoli WT growth -9.
`Cc1cccc(-n2ncc3c(NCCCO)ncnc32)c1` gave Ecoli WT growth 4.
`CC(C)(Oc1ccc(Cl)cc1)C(=O)NC1CCSC1=O` (stereo unspecified) gave Ecoli WT growth 0.

5 structures from above, ordered by molar mass, low to high:
`Cc1cccc(-n2ncc3c(NCCCO)ncnc32)c1` gave Ecoli WT growth 4.
COc1ccc(CC(=O)Nc2cc(Cl)ccc2O)cc1 was read as Ecoli WT growth -3.
`CC(C)(Oc1ccc(Cl)cc1)C(=O)NC1CCSC1=O` (stereo unspecified) gave Ecoli WT growth 0.
For CCS(=O)(=O)N1CCC(C(=O)Nc2cccc(C(C)=O)c2)CC1 the results were Ecoli WT growth -22.
`CC(C)(C)c1nnc(NC(=O)C2CCN(c3ncccn3)CC2)s1` gave Ecoli WT growth 4.

New compounds follow.
`CCOC(=O)c1nn(-c2ccccc2)c(C(=O)OCC)c1N` gave Ecoli WT growth 1.
Screening Cc1csc(N2CCc3ccccc32)n1 returned Ecoli WT growth -25.
Cc1ccc(-c2nc(N)n(S(C)(=O)=O)n2)cc1 was read as Ecoli WT growth -4.
Screening CCCCC(=O)Nc1nn(C)c2nc3c(C)cccc3cc12 returned Ecoli WT growth -26.
COC(=O)c1cccc(NC(=O)CSc2nnc(COc3ccccc3)n2C)c1 was read as Ecoli WT growth 9.
`Cc1cc2cc(CN(CCCN3CCOCC3)C(=O)NC3CCCCC3)c(=O)[nH]c2cc1C` gave Ecoli WT growth 14.
CCCCc1ccc(C(=O)NC(C(=O)O)C(C)C)cc1 (stereo unspecified) was read as Ecoli WT growth 2.
Screening COCC(=O)Nc1cccc(Br)c1 returned Ecoli WT growth -13.
Screening CCc1ccccc1N(CC(=O)Nc1cccc(N(C)S(C)(=O)=O)c1)S(C)(=O)=O returned Ecoli WT growth 4.
For CCc1nnc(N2CCN(c3ncnc4c3oc3ccccc34)CC2)s1 the results were Ecoli WT growth 1.
`CC(C(=O)Nc1ccccc1-c1ccccc1)N1CCN(C(=O)c2ccco2)CC1` (stereo unspecified) gave Ecoli WT growth 8.
`CC(C)CCN1C(=O)c2ccc(C(=O)NCC3CCCO3)cc2C1=O` (stereo unspecified) gave Ecoli WT growth -15.
Screening CCC(Oc1ccccc1)C(=O)N1CCC(C(N)=O)CC1 (stereo unspecified) returned Ecoli WT growth -16.
For COc1ccc(C)cc1NC(=O)c1nnn(Cc2cccc(F)c2)c1N the results were Ecoli WT growth 13.
For COc1ccc(S(=O)(=O)N2CCC(C(N)=O)CC2)c2ccccc12 the results were Ecoli WT growth 3.
For O=S(=O)(Nc1ccc2c(c1)OCCO2)c1ccc2oc3ccccc3c2c1 the results were Ecoli WT growth 8.
For CCc1ccc(C(=O)N2CCN(c3ccc(F)cc3)CC2)s1 the results were Ecoli WT growth 4.
`CN(C)c1ccc(/C=C/C(O)=C2/C(=O)N(C)C3(C)CC2c2ccccc2O3)cc1` (stereo unspecified) gave Ecoli WT growth 8.
For O=C(CN1C(=O)C2C3C=CC(C3)C2C1=O)NCc1ccc2c(c1)OCO2 (stereo unspecified) the results were Ecoli WT growth 5.
`O=C(Cn1ncc2c(=O)oc3ccccc3c21)NCCCN1CCCC1=O` gave Ecoli WT growth 6.
For CN(C)C(=O)CSc1nc(SCC(=O)N(C)C)n(-c2ccccc2)n1 the results were Ecoli WT growth -21.
For Cc1ccc(-c2nc3ccccc3n3nnnc23)cc1 the results were Ecoli WT growth -17.
Cn1c(Cc2ccccc2)nnc1SCC(=O)N1CCOCC1 was read as Ecoli WT growth 1.
Nn1cc(-c2ccccc2)nc1SCC(=O)N1CCN(S(=O)(=O)c2ccccc2)CC1 was read as Ecoli WT growth 16.
`C=CCSc1nnc(NC(=O)CSc2nc3ccccc3o2)s1` gave Ecoli WT growth -19.
Screening CCOc1cc(C)c(Cl)cc1S(=O)(=O)NCC1CCCO1 (stereo unspecified) returned Ecoli WT growth 3.
For CCOc1ccccc1N1CC(C(=O)Nc2nccs2)CC1=O (stereo unspecified) the results were Ecoli WT growth 6.
FC(F)Sc1nnc(-c2cccs2)n1-c1ccccc1 was read as Ecoli WT growth 0.
Screening Cc1ccccc1OCCn1c(=O)oc2ccccc21 returned Ecoli WT growth 2.
For O=C1C2(c3ccccc3)CN(CCCO)CC1(c1ccccc1)CN(CCCO)C2 the results were Ecoli WT growth -17.
For Cc1csc(NC(=O)Nc2cccc(Cl)c2)n1 the results were Ecoli WT growth 4.
Screening COc1ccc(S(=O)(=O)N2CCN(CC(=O)Nc3ccc(F)c(F)c3)CC2)cc1 returned Ecoli WT growth 3.

Source: PubChem BioAssay

These rows are one share of the data; count on the stated rates, not on these rows.
